From PubChem
All columns: NCI-60 one-dose screen, growth in % after 48 h at 10 µM unless noted; 100 = growth as untreated, 0 = no growth, -100 = all killed.
OVCAR-8: OVCAR-8 ovarian cancer; AID 1794782; 81,000 tested, 4.4% active
OVCAR-3: OVCAR-3 ovarian cancer; 79,000 tested, 7% active; AID 1794787
SF-268: SF-268 CNS cancer cells | 82,000 tested, 3.1% active | AID 1794759
SK-OV-3: SK-OV-3 ovarian cancer cells | AID 1794785 | 80,000 tested, 3.2% active
OVCAR-4: OVCAR-4 ovarian cancer cells; 80,000 tested, 3.7% active
OVCAR-5: OVCAR-5 ovarian cancer; 82,000 tested, 2.9% active; AID 1794783
U251: U251 CNS tumor cells; AID 1794753; 80,000 tested, 5.4% active
DU-145: DU-145 prostate cancer. 81,000 tested, 4.2% active
PC-3: PC-3 prostate cancer cells. AID 1794754. 80,000 tested, 3.9% active
The depositor's hits bear a star; nt = not tested or not shown. The calls were made as follows: active = growth percent below 10; inactive = the rest.

1. COc1cc(NC(C)CCCN)c2nccc(C)c2c1OC (stereo not given)
2. O=C(O)CCCCNC(=O)c1nc(-c2ccccc2)n(-c2ccccc2)n1
3. CC(C)OC(=O)Nc1cc(Cl)ccc1Cl
4. Nc1ccc(-c2ccc3ncnc(N4CCc5cc(F)c(Cl)cc54)c3c2)cn1
5. Cc1ccc(C2=Nc3ccc(Cl)cc3C3=NCNC(=S)N23)cc1
6. CCN=c1sc2c(n1NC(=O)c1cc3ccc1CCc1ccc(cc1)CC3)C(=O)c1ccccc1C2=O
7. CCOc1ccc(OCC)c(NC(=O)CC(C)=O)c1
8. O=C(CSc1nccc(Nc2ccc(S(=O)(=O)Nc3nccs3)cc2)n1)c1ccc(F)cc1
assay / compound,1,2,3,4,5,6,7,8
SK-OV-3,96,90,116,1.9*,98,62,98,98
OVCAR-3,44,105,105,4.6*,94,-19*,98,111
OVCAR-4,29,112,116,35,110,-98*,107,99
U251,64,97,97,44,98,-81*,98,102
SF-268,126,100,98,24,102,-11*,109,105
PC-3,72,nt,92,19,92,-2.8*,94,96
OVCAR-5,92,121,113,21,118,-77*,108,106
DU-145,71,107,109,5.3*,97,-91*,112,105
OVCAR-8,98,104,94,42,107,-83*,99,98

9. Cc1ccccc1NP1(=O)OCCCN1Cc1ccccc1Cl (stereo not given)
10. CCCCCN(CCCCC)CC(O)c1cc2c(c3ccc(Cl)cc13)CCCC2 (stereo not given)
11. Nc1nc(SCc2ccc([N+](=O)[O-])cc2)c2ncn(C3OC(CO)C(O)C3O)c2n1 (stereo not given)
12. COc1cc2cc(C(=O)Nc3ccccc3)c(N)nc2cc1OC
13. COc1ccc(-c2nc(-c3cccs3)cn3cncc23)cc1
14. S=c1nc(-c2ccncc2)[nH][nH]1
15. CCn1cc(C(=O)O)c(=O)c2cc(F)c(N3CCN(C(C)C(=O)Nc4ccc(/C(C)=N/OC)cc4)CC3)cc21 (stereo not given)
16. N=c1n(CCN2CCCCC2)c2ccccc2n1CC(O)c1cccc(Br)c1 (stereo not given)
assay / compound,9,10,11,12,13,14,15,16
SK-OV-3,100,92,98,23,58,115,97,115
OVCAR-3,114,89,108,28,79,120,111,105
OVCAR-4,111,95,112,22,74,103,90,nt
U251,108,83,94,-6.1*,75,104,104,106
SF-268,103,82,101,26,83,111,94,108
PC-3,94,78,91,18,78,103,94,97
OVCAR-5,104,91,111,73,112,110,96,119
DU-145,118,89,112,13,92,119,109,111
OVCAR-8,107,87,98,-45*,84,110,104,107

17. Clc1ccc(Cc2nnc3sc(-c4ccccc4)nn23)cc1
18. O=C(c1ccccc1)[C@@]12COc3ccccc3[C@@H]1ON=C2c1ccccc1
19. C[N+]12CCC34c5ccccc5NC3C3C(CC(=O)[O-])OCC=C(C1)C3CC42 (stereo not given)
20. Cc1cc(=O)oc2c3c(ccc12)OC(N)=C(C#N)C3c1ccccc1 (stereo not given)
21. CC1=C(CCN2CCOCC2)C(=O)N2N=C(c3ccc(Cl)cc3)SC2N1 (stereo not given)
22. CO/N=C1\CCc2c(sc(NC(=O)c3cccc(C(F)(F)F)c3)c2C(N)=O)C1
23. COc1cc(OC)c(S(N)(=O)=O)cc1C1=NN(C=O)C(c2ccc(Cl)cc2)C1 (stereo not given)
24. COc1cc(-c2n/c(=C\c3c(O)[nH]c4cc(Cl)ccc34)cc3c2=Nc2ccccc2-3)cc(OC)c1OC
assay / compound,17,18,19,20,21,22,23,24
SK-OV-3,107,93,109,79,111,nt,121,59
OVCAR-3,108,105,111,108,111,7.7*,nt,58
OVCAR-4,98,107,106,101,107,-45*,97,-1.3*
U251,106,nt,107,96,100,3.3*,98,24
SF-268,101,102,99,99,102,52,103,22
PC-3,102,89,105,89,100,65,99,52
OVCAR-5,96,108,107,102,113,41,124,102
DU-145,104,108,105,113,110,53,105,31
OVCAR-8,97,98,108,93,105,21,102,59

25. CN1CCc2cc3c(c4c2[C@@]1(C)[C@@H](O)c1ccccc1-4)OCO3
26. C=C(C)C(=O)OCCC(C)OC (stereo not given)
27. N#CCC(=O)Nc1nnc(-c2cccnc2)o1
28. Cn1c([N+](=O)[O-])cnc1COC(N)=O
29. COc1ccc(-c2[nH]c3c(c(=O)c2C#N)c(=O)n(C)c(=O)n3C)cc1
30. O=C(Nc1cccc(-c2nc3ccccc3[nH]2)c1)c1cccc(NC(=O)c2ccco2)c1
31. O=C(Nc1ccc(Cl)cc1)OCCSc1nc2ccccc2s1
32. COc1ccc(C(Nc2ccc3nc4n(c(=O)c3c2)CCC4)C(=O)O)cc1 (stereo not given)
assay / compound,25,26,27,28,29,30,31,32
SK-OV-3,114,92,110,108,88,102,105,114
OVCAR-3,101,115,108,115,90,98,116,109
OVCAR-4,112,114,105,105,103,80,105,114
U251,89,95,105,100,96,62,95,98
SF-268,96,101,102,109,90,76,110,97
PC-3,79,82,96,107,90,68,117,99
OVCAR-5,110,96,105,nt,108,94,89,102
DU-145,109,112,112,113,97,103,117,114
OVCAR-8,92,98,109,101,95,87,97,102

33. CC12CCC=CC1=C(C=O)C1C2CCC2(C)C(O)CCC12 (stereo not given)
34. Cn1c(=O)c2nc(CCC(=O)O)c(=O)[nH]c2n(C)c1=S
35. CCC(C(=O)O)N1C(=O)CSC1=S (stereo not given)
36. NNC(=O)CN1C(=O)NC2NC(=O)NC21 (stereo not given)
37. COc1ccc(-c2cn(C(=O)c3ccc(C(F)(F)F)cc3)nc2N)cc1
38. CC(C)(CC=O)c1ccccc1
39. CC(C)C(=O)C(c1ccccn1)C(C)C (stereo not given)
40. CC/C(=C(\c1ccc(O)cc1)c1ccc(OCCN(C)C(=O)COCCNC(=O)c2cccc3c2CN(C2CCC(=O)NC2=O)C3=O)cc1)c1ccccc1 (stereo not given)
assay / compound,33,34,35,36,37,38,39,40
SK-OV-3,111,119,110,111,99,94,127,87
OVCAR-3,108,110,107,122,92,106,117,118
OVCAR-4,84,113,110,111,108,121,112,104
U251,92,104,100,105,100,100,123,107
SF-268,97,103,94,102,96,100,102,99
PC-3,88,102,94,108,91,102,96,103
OVCAR-5,102,108,99,103,91,101,105,100
DU-145,103,112,112,113,110,108,112,103
OVCAR-8,94,104,104,105,99,99,105,112

41. Cc1c(C(=O)C(SC(=S)N(C)C)SC(=S)N(C)C)nnn1-c1ccc(Cl)cc1
42. O=C(CSC(=S)N1CCOCC1)Nc1ccc(Cl)cc1
43. Cc1cc(-n2cc(-c3c(O)c(O)cc4c(O)c(-c5c(C)cc6c(-c7cn(-c8ccc(O)c(C)c8)nn7)c(O)c(O)cc6c5O)c(C)cc34)nn2)ccc1O
44. O=c1[nH]cnc2c1ncn2Cc1ccc([N+](=O)[O-])cc1
45. C=Cc1c(C)cc(C)c(C)c1C
46. NC(=O)c1ccccc1OCC(=O)Nc1ccc(Cl)c(Cl)c1
47. Cc1ccc2nc(Cl)c(-c3nc4ccccc4[nH]3)cc2c1
48. COc1cccc(/C=N/NC(=S)NC2CC3CCC2C3)c1O (stereo not given)
assay / compound,41,42,43,44,45,46,47,48
SK-OV-3,127,97,87,109,97,97,92,46
OVCAR-3,83,90,85,110,118,95,105,6.8*
OVCAR-4,87,98,107,113,118,97,64,19
U251,97,90,76,107,106,97,107,42
SF-268,99,77,76,103,109,107,111,63
PC-3,87,66,87,102,98,106,73,65
OVCAR-5,110,85,109,107,89,119,104,85
DU-145,102,83,105,108,112,114,119,57
OVCAR-8,99,82,93,111,109,92,102,40

Some of the entries so far, with bars between the fields.
cpd | Structure | SK-OV-3 | OVCAR-3 | OVCAR-4 | U251 | SF-268 | PC-3 | OVCAR-5 | DU-145 | OVCAR-8
43 | Cc1cc(-n2cc(-c3c(O)c(O)cc4c(O)c(-c5c(C)cc6c(-c7cn(-c8ccc(O)c(C)c8)nn7)c(O)c(O)cc6c5O)c(C)cc34)nn2)ccc1O | 87 | 85 | 107 | 76 | 76 | 87 | 109 | 105 | 93
44 | O=c1[nH]cnc2c1ncn2Cc1ccc([N+](=O)[O-])cc1 | 109 | 110 | 113 | 107 | 103 | 102 | 107 | 108 | 111
45 | C=Cc1c(C)cc(C)c(C)c1C | 97 | 118 | 118 | 106 | 109 | 98 | 89 | 112 | 109
46 | NC(=O)c1ccccc1OCC(=O)Nc1ccc(Cl)c(Cl)c1 | 97 | 95 | 97 | 97 | 107 | 106 | 119 | 114 | 92

The listing continues.
49. Cc1ccc(Cl)cc1NC(=O)Nc1nc2ccc([N+](=O)[O-])cc2s1
50. C#CCN(C)CCCOc1ccc(NC(=O)CCCCCCCC(=O)NO)cc1Cl
51. CCOc1ccc(/C=C/C(=O)c2cccc(OCCCOc3cccc(C(=O)/C=C/c4ccc(OCC)cc4)c3)c2)cc1
52. OCCC1=CCCCC1
53. Cc1ccccc1N=Nc1c(S(=O)(=O)O)cc2cc(NC(=O)Nc3ccc4c(O)c(N=Nc5ccc6cc(S(=O)(=O)O)ccc6c5)c(S(=O)(=O)O)cc4c3)ccc2c1O
54. Cc1ccc2ncn(C(=O)/C=C/c3ccccc3)c2c1
55. c1ccc(-c2noc(-c3ccccc3)n2)cc1
56. O=C(CCn1cnc2c(cc(-c3ccccc3)n2-c2ccccc2)c1=O)Nc1ccc(F)cc1
57. CC(C)(C)c1cc(CO)cc(C(C)(C)C)c1O
assay / compound,49,50,51,52,53,54,55,56,57
SK-OV-3,-29*,116,103,98,119,104,103,65,87
OVCAR-3,2.6*,110,86,112,109,92,108,77,108
OVCAR-4,7.1*,101,69,112,nt,89,95,nt,101
U251,-27*,95,103,104,102,89,94,71,nt
SF-268,27,102,85,100,107,100,100,70,100
PC-3,2.7*,103,75,91,76,87,91,69,95
OVCAR-5,2.1*,100,107,98,100,115,103,86,110
DU-145,19,107,83,113,113,97,122,86,109
OVCAR-8,1.6*,95,86,118,99,90,96,54,112

Profiles, looked up by structure. Values in the order: SK-OV-3 | OVCAR-3 | OVCAR-4 | U251 | SF-268 | PC-3 | OVCAR-5 | DU-145 | OVCAR-8
`Nc1ccc(-c2ccc3ncnc(N4CCc5cc(F)c(Cl)cc54)c3c2)cn1` is listed as 1.9* | 4.6* | 35 | 44 | 24 | 19 | 21 | 5.3* | 42
`Cn1c(=O)c2nc(CCC(=O)O)c(=O)[nH]c2n(C)c1=S` is listed as 119 | 110 | 113 | 104 | 103 | 102 | 108 | 112 | 104
`COc1cccc(/C=N/NC(=S)NC2CC3CCC2C3)c1O` (stereo not given) is listed as 46 | 6.8* | 19 | 42 | 63 | 65 | 85 | 57 | 40
`COc1ccc(-c2[nH]c3c(c(=O)c2C#N)c(=O)n(C)c(=O)n3C)cc1` is listed as 88 | 90 | 103 | 96 | 90 | 90 | 108 | 97 | 95
`COc1cc(-c2n/c(=C\c3c(O)[nH]c4cc(Cl)ccc34)cc3c2=Nc2ccccc2-3)cc(OC)c1OC` is listed as 59 | 58 | -1.3* | 24 | 22 | 52 | 102 | 31 | 59

The order is random, and some 9.5% of all compounds hit somewhere here.
